MBD2 DNA inh – inhibitors of human MBD2 binding to methylated oligonucleotide. Q9UBB5. TR-FRET. inhibition, % at 4.4 µM. actives 0.31% (n = 370,000). AID 686964; in the data active means inhibition above about 13%
Target sequence (Q9UBB5 whole entry, looked up): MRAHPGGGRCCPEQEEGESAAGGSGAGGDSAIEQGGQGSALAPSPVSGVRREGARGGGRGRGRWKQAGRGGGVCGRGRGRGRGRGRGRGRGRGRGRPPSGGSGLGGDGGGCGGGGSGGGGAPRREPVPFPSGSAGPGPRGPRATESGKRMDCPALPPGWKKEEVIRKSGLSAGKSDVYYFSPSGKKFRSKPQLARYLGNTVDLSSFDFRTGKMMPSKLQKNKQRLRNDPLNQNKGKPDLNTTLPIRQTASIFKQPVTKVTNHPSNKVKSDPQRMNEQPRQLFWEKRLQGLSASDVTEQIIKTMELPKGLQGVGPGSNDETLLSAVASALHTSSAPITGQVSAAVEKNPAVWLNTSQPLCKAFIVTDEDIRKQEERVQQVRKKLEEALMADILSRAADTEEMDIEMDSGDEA
mABHD4 FP – inhibits mouse alpha/beta hydrolase domain 4; Q8VD66; inhibition, % at 8.92 µM; purified mABHD4, FP-Rh probe fluorescence polarization; actives 0.54% (n = 370,000);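 active means inhibition exceeding the mean over every tested compound plus 3 SD, cut at about 30% in these data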;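 further: 0% = plate median of compound wells and 100% = S159A mutant with DMSO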
Target sequence (Q8VD66 whole entry, looked up, the tested form may be a part): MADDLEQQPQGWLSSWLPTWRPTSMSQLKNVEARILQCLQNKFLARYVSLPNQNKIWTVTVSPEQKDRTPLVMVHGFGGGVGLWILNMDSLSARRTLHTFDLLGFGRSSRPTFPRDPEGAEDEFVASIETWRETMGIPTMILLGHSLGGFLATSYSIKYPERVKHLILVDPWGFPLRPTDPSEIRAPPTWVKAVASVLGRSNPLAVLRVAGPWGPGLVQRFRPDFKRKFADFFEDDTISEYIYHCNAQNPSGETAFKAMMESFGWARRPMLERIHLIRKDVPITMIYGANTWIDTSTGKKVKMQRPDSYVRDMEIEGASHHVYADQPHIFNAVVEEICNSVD
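Material: mouse ABHD4 enzyme, wild type; Benchmarks: S159A mutant high control, sample median low control; Buffer or medium: HEPES pH 7.0, NaCl, Pluronic buffer; Signal: fluorescence polarization; Read-out: percent inhibition of probe binding, normalized to plate controls; Timing: pre-incubation 45 min, probe exposure 60 min, at 25 °C; Dosing: 8.92 µM, single dose.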
TCR-CD3 inh – blocks the human TCR-CD3 interaction. TAMRA-labeled TCR probe fluorescence, biochemical. inhibition, % at 9.4 µM. actives 0.37% (n = 360,000); in the data active means inhibition above about 19%;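 further: recombinant mutant TCR 2C K166C tagged with TAMRA read by polarization; 0% = receptor in buffer alone and 100% = receptor with positive control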
NR1D1 modulator – modulates human Rev-erb alpha binding to DNA; Rev-erbα–FITC-DNA binding, fluorescence polarization, 90 min; activity, % at 10 µM; actives 0.79% (n = 370,000);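 active means activity above about 14%, limit read from the data; passing the limit was not always enough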;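 further: 0% = DMSO wells with 35 nM protein and 100% = DMSO wells with 750 nM protein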
LEDGF integ inh – blocks HIV-1 LEDGF/p75-dependent DNA integration; AID 743269; inhibition, % at 3.7 µM; TR-FRET IN-LEDGF/p75 DNA integration, Eu/Cy5; actives 0.64% (n = 370,000);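 active means inhibition above the screen-wide mean plus 3 SD, cut at about 13% in these data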;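 further: signal is the Cy5 over europium emission ratio at 671 and 618 nm; 0% = plate median of compound wells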
HTRA1 inh – HTRA1 (human) protease inhibition; inhibition, % at 5.96 µM; recombinant HTRA1, FP-rhodamine activity-based probe, fluorescence polarization; Q92743; actives 0.5% (n = 340,000); in the data active means inhibition above about 36%;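 further: 0% = enzyme with DMSO and 100% = wells lacking enzyme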
UHRF1 MBD2 ctr – UHRF1 methyl-DNA binding inhibition. actives 0.75% (n = 370,000). UHRF1 binding to methylated oligo, TR-FRET. inhibition, % at 4.4 µM; in the data active means inhibition above about 21%;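 further: UHRF1 SRA domain binding a hemimethylated CpG hairpin DNA probe; 0% = median of test compound wells and 100% = reference inhibitor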
PG9 Ab binder – PG9 antibody binding by small molecule | TR-FRET gp120-PG9 antibody binding | inhibition, % at 6.7 µM | actives 0.43% (n = 360,000) | AID 624416; in the data active means inhibition above about 8.5%
PRMT1 inh – PRMT1 (human) inhibition, primary screen | Q99873 | recombinant PRMT1, activity-based probe fluorescence polarization | inhibition, % at 2.79 µM | actives 1.3% (n = 370,000);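 active means inhibition above about 21% made by adding two undisclosed values, limit read from the data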
Target sequence (Q99873 whole entry, looked up): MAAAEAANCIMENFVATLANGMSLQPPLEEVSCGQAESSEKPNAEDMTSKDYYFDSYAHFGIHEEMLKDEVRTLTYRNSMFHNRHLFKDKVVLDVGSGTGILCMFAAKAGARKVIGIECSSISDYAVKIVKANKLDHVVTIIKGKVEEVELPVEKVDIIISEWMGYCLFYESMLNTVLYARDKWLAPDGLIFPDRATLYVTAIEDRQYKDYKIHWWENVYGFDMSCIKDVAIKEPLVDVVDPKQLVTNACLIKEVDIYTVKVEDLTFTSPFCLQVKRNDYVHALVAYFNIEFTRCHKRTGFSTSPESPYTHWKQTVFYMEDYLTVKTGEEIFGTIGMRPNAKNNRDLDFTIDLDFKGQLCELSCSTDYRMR
rCAG binder – molecules binding r(CAG) RNA repeats; AID 651821; inhibition, % at 3 µM; r(CAG) RNA repeat, TO-PRO-1 dye displacement fluorescence; actives 1.3% (n = 370,000);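 active means inhibition above the plate cutoff, the mean of all test compounds on that plate plus 3 SD, cut at about 35% in these data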;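 further: 0% = DMSO alone and 100% = 100 µM mitoxantrone as full dye displacement; higher means more dye released from RNA so lower well fluorescence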
Numbers without * were called inactive; / = no result given; & = joins results of further samples; ! = repeats disagree. These rows are one share of the data, so the mix of outcomes need not match the whole.

SMILES	MBD2 DNA inh	mABHD4 FP	TCR-CD3 inh	NR1D1 modulator	LEDGF integ inh	HTRA1 inh	UHRF1 MBD2 ctr	PG9 Ab binder	PRMT1 inh	rCAG binder
NC(=O)CC(NC(=O)c1cccc(Br)c1)c1ccc(N2CCN(c3ccccn3)CC2)c([N+](=O)[O-])c1 (stereo not drawn)	-2	-1	0	0	-3	-16	-1	-0.4	-2	14
CC(C)Cn1c(SCC(=O)Nc2ccc3[nH]c(=O)[nH]c3c2)nc2ccccc2c1=O	-2	5	-8	6	1	-7	-3	-0.3	3	5
O=S(=O)(NCc1cccnc1)c1ccc(Br)s1	4	-4	3	-2	0	6	-2	0.8	-2	-4
O=C(CCC1CCCN(C(=O)c2cncs2)C1)NCc1ccc(F)c(F)c1 (stereo not drawn)	2	-10	2	-2	-1	-2	-2	-3.8	-2	-3
O=[N+]([O-])c1cccc(/C=N/Nc2cc(N3CCOCC3)ncn2)c1	5	2	-5	0	-4	5	2	-0.4	1	0
CC(=O)N1CCc2cc(S(=O)(=O)CCC(=O)NCc3ccc(F)cc3)ccc21	-7	0	-1	4	-2	-1	0	0.6	-1	-2
CC(=O)c1coc2c1cc(O)c1ccccc12	-3	10	5	-1	-2	13	1	-1.5	2	3
CCOC(=O)c1c(NC(=O)c2ccco2)sc(C(=O)N2CCCC2)c1C	3	3	5	3	3	-7	0	-3.5	0	1
CCc1nc2ccc(C)cc2c(C(=O)Oc2cccc3cccnc23)c1C	-2	4	4	6	-1	-34	1	3.0	0	-1
CCC(C)NC(=O)c1ccccc1-c1nc2ccccc2[nH]1 (stereo not drawn)	5	6	-9	5	-5	1	2	1.1	2	-5
CN(CCC#N)S(=O)(=O)c1ccc2[nH]cc(C(=O)NCCc3ccccc3)c(=O)c2c1	1	-12	2	2	0	-13	-5	-2.1	0	23
Nc1sccc1C(=O)c1ccccc1	0	13	-3	-6	1	/	-4	0.3	16	12
O=C1c2cccc(OCC(=O)N3N=C(c4cccs4)CC3c3ccc(F)cc3)c2CCN1Cc1ccccc1 (stereo not drawn)	-2	-8	2	5	-1	-25	0	-3.0	-1	7
CCN(CC(=O)NCc1cccs1)C(=O)COc1ccccc1C#N	-1	-1	-2	0	4	3	-1	-3.4	-7	2
CC(C)Nc1ncnc2c1ncn2[C@H]1CN(Cc2ccc(Cl)cc2)C[C@@H](CO)O1	0	9	-3	1	-2	/	3	1.7	0	1
CN(C)CCOC(=O)C12CC3(C)CC(C)(CC(C)(C3)C1)C2	3	12	-7	4	-1	4	0	-1.0	5	-11
CC(C)NC(=O)c1ccc(C2SCC(=O)N2Cc2ccccc2)cc1 (stereo not drawn)	-5	5	7	-2	1	-6	-3	0.6	0	-6
O=C(c1cccc2ccccc12)C1CCCN(C(=O)C2CCOCC2)C1 (stereo not drawn)	1	8	-5	-1	-3	8	2	-1.0	4	-6
Cc1ccc(NC(=O)c2cc(S(=O)(=O)N3CCOCC3)ccc2Cl)cc1S(=O)(=O)N1CCOCC1	1	0	3	1	-2	-9	-1	-0.9	1	4
CCS(=O)CC(=O)Nc1c(-c2ccccc2)oc2ccccc2c1=O (stereo not drawn)	-4	-2	9	0	-3	/	-2	-2.2	-1	-1
FC(F)(F)c1cccc(CN2CCSCC2)c1	4	10	-1	-7	-4	3	0	0.9	5	-1
CCOC(=O)c1sc(=S)n(-c2ccccc2)c1SC	3	-2	8	2	4	-6	5	-3.1	3	0
COC(=O)[C@@H](Cc1ccccc1)NC(=O)CC[C@H]1O[C@@H](n2cc(C)c(=O)[nH]c2=O)C[C@@H]1O	4	1	-4	3	-1	10	3	-3.5	3	0
O=S(CC(O)c1ccccc1)c1ccccc1 (stereo not drawn)	4	0	5	2	-6	-8	2	0.1	13	3
COc1ccc(-c2noc(-c3ccc(Cl)cc3[N+](=O)[O-])n2)cc1OC	-1	3	11	-4	-2	-9	-1	-1.4	-1	5

Structures listed so far that have a nitro group on carbon (3):
SMILES	MBD2 DNA inh	mABHD4 FP	TCR-CD3 inh	NR1D1 modulator	LEDGF integ inh	HTRA1 inh	UHRF1 MBD2 ctr	PG9 Ab binder	PRMT1 inh	rCAG binder
NC(=O)CC(NC(=O)c1cccc(Br)c1)c1ccc(N2CCN(c3ccccn3)CC2)c([N+](=O)[O-])c1 (stereo not drawn)	-2	-1	0	0	-3	-16	-1	-0.4	-2	14
O=[N+]([O-])c1cccc(/C=N/Nc2cc(N3CCOCC3)ncn2)c1	5	2	-5	0	-4	5	2	-0.4	1	0
COc1ccc(-c2noc(-c3ccc(Cl)cc3[N+](=O)[O-])n2)cc1OC	-1	3	11	-4	-2	-9	-1	-1.4	-1	5

Additional structures
SMILES	MBD2 DNA inh	mABHD4 FP	TCR-CD3 inh	NR1D1 modulator	LEDGF integ inh	HTRA1 inh	UHRF1 MBD2 ctr	PG9 Ab binder	PRMT1 inh	rCAG binder
Clc1ccc(OCCN2CCCCC2)cc1Cl	-4	15	4	-4	0	-3	11	-3.2	1	-1
O=C(CC[C@H]1O[C@@H](n2ccc(=O)[nH]c2=O)[C@H](O)[C@@H]1O)NCc1cccc2ccccc12	-7	0	4	-12	-1	/	0	1.6	-6	2
COc1cccc(-c2noc(C3CCCN(C(=O)Cc4ccccc4)C3)n2)c1 (stereo not drawn)	6	2	-5	-2	0	-9	12	3.2	1	-7
O=C(Nc1cccc(Cl)c1)OCc1ccccn1	1	2	4	3	-1	-1	1	-2.1	1	-2
COc1ccc(C(CNC(=O)C(=O)Nc2ccc3c(c2)OCO3)N2CCN(C)CC2)cc1 (stereo not drawn)	-1	5	-4	1	9	1	-2	0.9	8	-5
Cc1ccccc1NC(=O)c1ccc(S(=O)(=O)C(F)F)cc1	-1	-6	5	3	-8	1	8	-1.5	7	1
CC1=C(C)C(=O)C(N2CCOCC2)=CC1=O	-5	12	13	-1	-1	1	1	-15	-2	-1
Cc1onc(-c2ccccc2)c1C(=O)NCC1CCN(C(=O)c2c(-c3ccccc3)noc2C)CC1	-5	4	6	3	0	-4	1	-0.4	0	-3
CCN1CCN(Cc2ccc(NC(=O)c3cc(NC(=O)C4=NN(c5ccccc5)C(=O)C4)cc(OC)c3)cc2C(F)(F)F)CC1	-4&1	14&9	0&0	4&-4	-11&1	4&-4	-1&-2	-1.9&-1.8	-4&0	38*!
CN(Cc1cnn(-c2ccc(F)cc2)c1)C(=O)[C@H]1O[C@@H](n2ccc(N)nc2=O)[C@H](O)[C@@H]1O	-2	4	2	-2	-3	/	1	-1.3	3	1
Cn1c(CSc2nc3ccccc3s2)nnc1SCC(=O)NCc1ccccn1	3	4	-1	-5	1	0	2	-0.6	0	-6
Cc1cccc(/C=C/C(=O)c2cc(Br)ccc(=O)c2O)c1	4	36*	1	-8	13	57*	4	-1.6	37*	45*
CC(=O)c1c(C)[nH]c(C(=O)CSc2nnc(-c3ccccc3)o2)c1C	1	4	-3	4	0	-5	-2	1.4	-1	7
CCOC(=O)C1CCN(S(=O)(=O)c2nc3nc(C)cc(C)n3n2)CC1	-4	-2	-2	0	3	0	-1	1.0	-1	-4
COc1cc2c(C(=O)N(C)c3cc(Cl)ccc3OC)cn(C)c(=O)c2cc1OC	2	-5	0	0	2	2	2	-2.1	-5	-1
O=C(CNC(=O)c1ccc(Br)o1)NCc1cccc(Cl)c1	-2	9	7	-5	1	-9	0	-0.6	1	2
COC(=O)c1ccc(NC(=O)CS(=O)(=O)Cc2ccccc2)cc1	8	-13	-1	0	4	6	6	1.5	-2	1
O=[N+]([O-])C(/C=C(\Cl)[N+](=O)[O-])=C(N1CCCCC1)N1CCCCC1	-2	2	-2	0	5	-5	-2	-0.4	-2	-9
COc1ccccc1C(=O)Nc1ccc(C(=O)N2CCCCC2)cc1	1	4	-5	-5	-3	-4	2	-1.8	-1	-6
CC1=N/C(=C\c2ccc([N+](=O)[O-])cc2)C(=O)N1c1ccc(Cl)cc1	-5	-6	3	-8	5	-10	-4	0.5	-5	4
CC(C)=CC(=O)OCC(=O)Nc1ccc(F)cc1Cl	6	3	3	7	2	2	1	-0.7	-2	0
COc1ccc(-c2nc(C#N)c(NCc3ccccc3Cl)o2)cc1	-4	5	-3	4	0	-1	2	-0.4	4	1
CCN1CCN(c2nc(-c3ccccc3Cl)nc3ccccc23)CC1	0	2	2	3	-2	-1	0	-0.3	3	-4
[O-][N+]12CCCCC1CCCC2CO (stereo not drawn)	0	-4	1	-7	-1	5	3	0.4	4	-2
COC(=O)[C@]12C[C@H](CC(=O)NCC34CC5CC(CC(C5)C3)C4)C(=O)N(Cc3ccco3)C1=C[C@H](C(C)(C)C)O[C@@H]2C	5	-4	/	-2	-1	/	0	/	3	5
SMILES	MBD2 DNA inh	mABHD4 FP	TCR-CD3 inh	NR1D1 modulator	LEDGF integ inh	HTRA1 inh	UHRF1 MBD2 ctr	PG9 Ab binder	PRMT1 inh	rCAG binder
COc1ccc(C(CNC(=O)c2ccc(C)c(S(=O)(=O)N3CCCCC3)c2)N2CCCC2)cc1 (stereo not drawn)	-5	-1	4	2	-2	-1	-2	0.6	-1	2
Oc1ccc(Cl)cc1/C=C/c1ccc2cccc(O)c2n1	-1	-10	-2	-5	-1	5	0	-0.4	-2	32
Cc1ccc(Cn2nc(C)c(NC(=O)CCCn3nc(C)c([N+](=O)[O-])c3C)c2C)cc1	-6	5	3	-1	2	0	-3	-1.7	2	-4
COc1cccc(N2CCN(CC(=O)Nc3ccnn3C3CCCC3)CC2)c1	2	2	3	5	7	-2	-3	-0.7	-7	-1
COc1ccc(C(=O)NNC(=O)C2CCCN(C3CC(=O)N(c4ccccc4)C3=O)C2)cc1 (stereo not drawn)	7	-3	-1	-8	3	9	-1	-2.6	6	-2
CCCOc1ccc(CSC2=NCCN2)cc1[N+](=O)[O-]	-6	2	7	1	-2	1	1	0.5	0	0
COc1ccc(C)cc1NC(=O)C1CC(=O)OC12CCCCC2 (stereo not drawn)	1	1	-2	-2	-2	-6	-1	0.2	-1	-2
CCOC(=O)c1ccc(NC(=O)CS(=O)(=O)c2cn(CC)c3ccccc23)cc1	-5	-14	5	-8	3	-11	0	1.6	-1	6
CC1(C(=O)NC2CCCC2)CCC(=O)N1CCOc1ccccc1 (stereo not drawn)	4	-8	-6	1	-2	/	1	-1.3	3	2
COc1ccc(C2CC(c3ccccc3)=NN2C(=O)CSc2nccc(=O)[nH]2)cc1 (stereo not drawn)	3	8	-9	2	-4	-9	3	-0.9	1	15
CC1CC(C)CN(CC(=O)Nc2cc(S(=O)(=O)N3CCOCC3)ccc2N2CCCC2)C1 (stereo not drawn)	-5	2	-4	-3	-6	-13	-2	-2.0	1	1
O=c1[nH]c(CSc2ncnc3sccc23)nc2cc(C(F)(F)F)ccc12	3	7	-4	7	-2	-8	3	-0.5	4	19
CCOc1ccc(CCNC(=O)CN2C(=O)CCSc3ccccc32)cc1	-3	0	-2	-2	1	-3	-2	-0.4	1	-9
COc1cc2c(cc1OC)CN(C(=O)CN1CCN(S(=O)(=O)c3ccccc3)CC1)CC2	0	3	-1	3	0	-1	-4	0.8	1	-2
O=C(NCCCc1ccccc1)c1cc(COc2c(F)cccc2F)on1	2	-10	1	-6	0	-7	0	-0.8	3	-5
CCOC(=O)c1cc(NC(=O)c2ccco2)ccc1N1CCOCC1	0	2	1	-2	-4	4	0	-0.4	-1	-5
CCOC(=O)NN1C(=O)c2ccccc2NC1c1ccccc1O (stereo not drawn)	3	-1	-3	-5	7	-4	3	-2.0	-1	1
Nn1c(SCC(=O)N2CCCCC2)nnc1-c1ccncc1	-8	-4	5	0	-3	0	-2	-0.1	-2	-1
COc1ccc(CCN(C)C(=O)c2cc(S(=O)(=O)N3CCCCCC3)ccc2OC)cc1OC	2	2	3	-3	-1	-3	3	0.3	3	-9

High-throughput results as filed in PubChem.
